# High-throughput results as filed in PubChem.
# Rpn11 inh: Rpn11 (human) deubiquitinase inhibition | calls only at 20 µM | O00487 | hit rate 0.59% among 360,000 | human 26S proteasome, Ub4-pepOG fluorescence polarization; 20S core pre-blocked with epoxomicin;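 active means inhibition at 20 µM, scaled to each plate's controls, above about 33%, limit read from the data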
# CSN inh: blocks human CSN-mediated cullin deneddylation. Q92905. Purified CSN, SCF-Nedd8-OG deneddylation, fluorescence polarization. inhibition, % at 12.5 µM. hit rate 0.38% among 360,000. AID 651999;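 active means pattern-corrected inhibition above about 35%, with an unprinted fluorescence ratio check between 0.5 and 1.5, limit read from the data, passing the limit was not always enough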;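 further: 0% = enzyme with substrate and 100% = substrate without enzyme; some results filed as inactive read as strong as hits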
#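 Assay system: purified human Csn5 enzyme expressed in HEK293T cells; measure: % inhibition; also added: SCFSkp2-Nedd8OG substrate at 10 nM final; technique: fluorescence polarization; times: reaction 90 min, room temperature; medium: Tris buffer pH 7.5, NaCl, DTT, Tween-20, trehalose, ovalbumin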
# TbMetRS inhib: Trypanosoma brucei MetRS inhibition | purified T. brucei MetRS, ATP depletion, Kinase-Glo luminescence | inhibition, % at 11.9 µM | hit rate 0.4% among 360,000;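 active means inhibition above a per-plate cutoff of the control wells' mean inhibition plus 3 SD, cut at about 5.5% in these data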;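 further: 0% = DMSO wells median and 100% = median of wells with control inhibitor compound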
#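 assay system = parasite MetRS enzyme | timing = 15 min preincubation, 2 h reaction, all 25 °C | evaluation = percent inhibition relative to median high and low control wells | medium = HEPES buffer containing pyrophosphatase, BSA, spermine, DTT | compound = single dose, 11.9 µM final nominal, 0.9% final DMSO | detection = Kinase-Glo luminescence, ATP depletion format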
# Scp1 inh: inhibitors of human Scp-1 phosphatase; Q9GZU7; Recombinant Scp1, phosphopeptide, malachite green phosphate absorbance; inhibition, % at 20 µM; hit rate 0.88% among 340,000; AID 493091;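 active means inhibition above about 50% at 20 µM, limit read from the data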;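 further: plate controls were DMSO wells with enzyme for no effect and wells lacking enzyme for full effect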
# Target sequence (Q9GZU7 76-261 limits assumed): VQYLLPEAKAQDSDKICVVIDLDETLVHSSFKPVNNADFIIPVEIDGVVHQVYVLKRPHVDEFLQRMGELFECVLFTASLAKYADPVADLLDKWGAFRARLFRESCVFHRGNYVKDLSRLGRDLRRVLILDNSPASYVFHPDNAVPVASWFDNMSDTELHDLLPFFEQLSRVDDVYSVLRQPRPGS
#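 Test system: SCP-1 phosphatase catalytic domain, residues 76-261 | Compound dosing: One concentration, 20 µM, with 1.0% DMSO | Schedule: 45 min room-temperature reaction, 5 min colour, 30 min stabiliser | Detection: Absorbance at 630 nm | Read-out basis: % inhibition of SCP-1 phosphate liberation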
# DNMT1 inh: inhibitors of human DNMT1; P26358; DNMT1 molecular beacon, Hinp1I cleavage, fluorescence; inhibition (reported as % activation of signal), % at 10 µM; hit rate 0.83% among 360,000; AID 588458; in the data active means inhibition above about 50%
# SUMO1 PPI mod: modulators of human SUMO1-mediated protein-protein interactions. P63165. SUMO1 binding to a labelled peptide, TR-FRET, 1 h. inhibition, % at 20 µM. hit rate 0.33% among 360,000. AID 602429; in the data active means inhibition above about 37%
# Target sequence (P63165 whole entry, looked up): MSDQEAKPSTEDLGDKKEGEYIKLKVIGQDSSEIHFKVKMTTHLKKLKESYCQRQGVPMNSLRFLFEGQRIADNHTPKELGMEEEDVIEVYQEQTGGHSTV
# NadD inh: inhibitors of Staphylococcus aureus NadD. purified NadD enzyme, colorimetric absorbance read-out. inhibition, % at 20 µM. hit rate 0.78% among 360,000. AID 602399; in the data active means inhibition above about 26%; further: some compounds past the cut are filed as inactive
# MsrA inhibitor: bovine MsrA inhibition. AID 651718. hit rate 0.75% among 360,000. inhibition, % at 15.5 µM. purified bovine MsrA, absorbance read-out; in the data active means inhibition above about 4.5%;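 further: 0% = vehicle wells with enzyme and 100% = reference inhibitor wells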
# STEP inh: blocks human striatal-enriched tyrosine phosphatase; P54829; recombinant STEP, OMFP fluorogenic substrate, fluorescence; inhibition, % at 20 µM; hit rate 0.25% among 360,000;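 active means inhibition at 20 µM, scaled per plate between control wells, above about 37%, limit read from the data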;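 further: 0% = DMSO with enzyme and substrate and 100% = substrate only without enzyme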
# Target sequence (P54829 whole entry, looked up): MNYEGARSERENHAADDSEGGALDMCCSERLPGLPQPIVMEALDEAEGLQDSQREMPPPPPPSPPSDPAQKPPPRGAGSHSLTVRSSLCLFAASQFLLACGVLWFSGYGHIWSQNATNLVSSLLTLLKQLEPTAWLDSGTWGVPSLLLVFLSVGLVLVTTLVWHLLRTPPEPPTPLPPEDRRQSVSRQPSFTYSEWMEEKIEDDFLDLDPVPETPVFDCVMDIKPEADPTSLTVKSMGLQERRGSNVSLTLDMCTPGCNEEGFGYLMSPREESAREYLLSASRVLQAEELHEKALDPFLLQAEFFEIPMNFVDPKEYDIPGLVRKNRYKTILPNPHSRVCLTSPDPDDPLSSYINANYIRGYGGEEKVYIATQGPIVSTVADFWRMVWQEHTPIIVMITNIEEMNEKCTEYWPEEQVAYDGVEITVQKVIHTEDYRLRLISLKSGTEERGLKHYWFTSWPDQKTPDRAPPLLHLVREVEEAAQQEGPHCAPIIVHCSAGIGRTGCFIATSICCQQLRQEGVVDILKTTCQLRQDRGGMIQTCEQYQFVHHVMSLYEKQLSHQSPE
#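 System: isolated STEP enzyme; schedule: 20 min enzyme reaction at room temperature, protected from light; medium: Bis-Tris buffer pH 6.0, 2.5 mM DTT, 0.005% Tween 20; signal: fluorescence, 480/540 nm; dosing: single compound dose of 20 µM, 1% DMSO final; also added: OMFP substrate, 25 µM final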
# LMPTP inh: blocks human LMPTP phosphatase | hit rate 0.22% among 360,000 | inhibition, % at 20 µM | recombinant LMPTP-A, OMFP fluorogenic substrate, fluorescence intensity;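 active means compounds that cut the enzyme signal by at least half of the control window in the single-dose screen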;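 further: plate controls were DMSO wells with enzyme plus substrate for no effect and substrate without enzyme for full effect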
# Target sequence (P24666 whole entry, looked up): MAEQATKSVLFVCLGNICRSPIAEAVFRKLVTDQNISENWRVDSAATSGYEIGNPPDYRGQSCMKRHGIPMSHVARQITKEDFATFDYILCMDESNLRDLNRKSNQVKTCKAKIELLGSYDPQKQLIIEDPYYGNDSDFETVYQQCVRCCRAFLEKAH
#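 material = LMPTP-A | quantity = 0.625 nM enzyme | reagent = OMFP substrate, 400 µM final | buffer or medium = Bis-Tris pH 6.0, DTT, detergent | detection = endpoint fluorescence intensity from OMFP dephosphorylation | dosing = single 20 µM dose | read-out basis = % inhibition relative to no-enzyme and uninhibited control wells | control set = no-enzyme and uninhibited controls | timing = 50 min at room temperature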
# * marks the source's active call; other numbers are inactive results; i = inactive; · = no result given; + = active, no number; & = joins results of further samples. An unsorted share of the library. Share with any hit: about 3.9%.
SMILES,Rpn11 inh,CSN inh,TbMetRS inhib,Scp1 inh,DNMT1 inh,SUMO1 PPI mod,NadD inh,MsrA inhibitor,STEP inh,LMPTP inh
COc1c(C)cc(Br)cc1C(=O)Nc1ccccc1N1CCN(C(=O)c2ccccc2)CC1,i,4,-0.1,-11,-10,-2,10,0.2,2,7.2
COc1cccc(C(=O)COC(=O)CCCC(=O)NC2CCCCC2)c1,i,-1,-0.5,-8,3,2,-7,-0.4,-1,-0.7
O=C(NCCCOC(=O)c1ccccc1)c1ccccc1,i,-7,-0.1,-5,4,-6,-2,0.2,-2,-0.9
c1ccc(COc2cccc(CNCc3cccnc3)c2)cc1,i,-8,-0.3,-3,1,1,-6,0.3,1,-0.8
CC1(C)Cc2c(c(N3CCOCC3)nc3sc(C(=O)N4CCCCC4)c(N)c23)CO1,i,4,-1.2,-3,-10,-8,-2,1.1,-1,-0.6
COCCn1c(C(F)(F)F)ccc(NC(=O)c2ccccc2)c1=O,i,-4,-0.2,1,-1,-16,-1,1.1,2,0.1
CNc1nc(-c2ccc(Cl)cc2)cs1,i,1,-0.4,3,-3,-5,3,-0.2,-4,-0.6
CC(C(=O)N1CCOCC1)c1ccc([N+](=O)[O-])cc1 (centres undefined),i,1,-0.8,-1,-2,-12,-6,-0.7,0,-2.4
Cc1ccc(C(=O)/C=C/c2ccccc2)o1,i,11,0.0,-11,6,-9,-4,4.1,2,-2.4
Cc1ccc(Cl)cc1N=C(N)N=C(N)N,i,-7,1.7,-1,1,0,-3,-1.8,-1,0.1
Cn1nnnc1SCc1nnc(-c2ccc(F)cc2)o1,i,-2,-0.8,-13,0,0,-5,-1.7,2,-2.6
O=C(Nc1cc(C(F)(F)F)ccc1N1CCOCC1)C1=COCCO1,i,0,-0.4,1,0,-3,-3,-1.2,0,-0.4
O=C1C2CSCN2C(=O)CN1CCCN1CCN(C(c2ccccc2)c2ccccc2)CC1 (centres undefined),i,1,-0.6,-7,-1,3,-5,-0.2,0,-0.9
C=CCSc1nsc(N)n1,i,1,-0.5,-3,5,2,-8,-0.8,-6,-0.4
O=C(NCC1CCCO1)c1onc(CSc2ccc(Cl)cc2)c1C(=O)O (centres undefined),i,-4,-0.5,-5,1,4,-3,-0.6,3,-1.2
CCC(C)c1ccc(OCC(=O)Nc2cccc(C(=O)Nc3ccc(C(=O)O)cc3)c2)cc1 (centres undefined),i,0,-0.4,-5,1,3,14,1.0,-1,1.2
CC1CCCCN1C(=S)Nc1ccc(S(=O)(=O)N2CCCCC2)cc1 (centres undefined),i,5,-0.3,·,-3,8,-1,-0.5,9,2.1
Clc1ccc(OCCCc2nc(-c3cccnc3)no2)c(Cl)c1,i,0,2.0,4,-10,1,2,2.7,-1,2.6
CC1CCN(S(=O)(=O)c2ccc(C(=O)Nc3sccc3C(N)=O)cc2)CC1,i,0,-0.4,-12,-6,7,3,0.3,-2,2.6
CC(C)C(=O)NC(=S)Nc1ccc(S(=O)(=O)N2CCCC2)cc1,i,-13,-0.3,-7,4,-3,-5,0.2,0,-0.5
CC(Nc1nc(C(F)(F)F)nc2ccccc12)c1cccs1 (centres undefined),i,2,-0.9,2,-4,7,-6,-0.5,-5,3.4
Cc1onc(-c2c(Cl)cccc2Cl)c1C(=O)N[C@@H]1C(=O)N2[C@@H]1SC(C)(C)[C@@H]2C(=O)O,i,-4&0,-0.8&-0.6,-6&-7,0&-4,1&-1,2&-5,-0.1&0.5,-1&-4,-1.7&-3.2
CCOC(=O)CN1C(=O)/C(=C2\SC(=S)N(NC(=O)c3cccnc3)C2=O)c2ccccc21,i,1,-0.7,-6,7,22,16,0.1,4,-1.6
COc1cc(N(C)C)ccc1C=c1c2ccccc2n2c1cc(-c1ccccc1)[n+]2C,+,71*,0.2,5,-14,-19,13,0.5,22,90*
Cc1ccc(S(=O)(=O)N(CC(=O)NC2CC3CCC2C3)c2ccccc2)cc1 (centres undefined),i,0,-0.3,·,0,-1,9,0.2,2,-0.4
COC(=O)c1[nH]c2c(c1C)C(=O)CC(c1cc(OC)ccc1OC)C2 (centres undefined),i,3,-0.3,-7,4,12,-4,-0.8,4,2.8
Cc1ccccc1CS(=O)(=O)Cc1ccc(C(=O)NCc2cccnc2)o1,i,-4,0.1,1,6,1,-2,0.4,-3,0.6
Clc1cccc(CNCC2CCCO2)c1Cl (centres undefined),i,-3,-0.4,-8,2,4,4,0.1,0,-1.4
C[C@H]1CN([C@@H](C)CO)C(=O)CCCn2nncc2CO[C@H]1CN(C)C(=O)c1ccccc1,i,-4,-0.3,·,5,5,4,-0.9,-2,-1.6
COc1ccc(-c2cc(C(F)(F)F)nc(SCC(=O)NCc3ccco3)n2)cc1OC,i,3,-1.7,-3,-5,2,-3,2.1,2,0.7
O=C(C[C@@H]1C/C=C\CCCC(=O)OC[C@@H]2CCCN2C1=O)N[C@H](CO)Cc1ccccc1,i,-1,-0.1,-2,4,2,-3,-0.6,-2,1.3
COc1ccc(CCC(=O)Nc2cc(S(C)(=O)=O)ccc2Cl)cc1,i,-9,0.1,·,3,3,-2,·,0,-0.4
Cc1ccc(C(=O)NCc2ccc3c(c2)OCO3)cc1S(=O)(=O)N1CCOCC1,i,0,0.9,0,0,-4,-2,-1.2,2,0.7
CN(C)/C=C/C(=O)c1c(F)cccc1F,i,-3,-1.8,-14,-2,-2,-6,0.5,-2,-0.8
COc1cccc(NC(=O)Nc2ccc(C)c(Cl)c2)c1,i,-4,0.2,-5,1,-2,-4,1.9,-2,0.8
COc1ccc(-c2[nH]ncc2CN2CCCC(C(=O)c3ccc(OC)cc3OC)C2)cc1 (centres undefined),i,2,-0.7,-8,7,2,-4,-0.3,-1,-1.4
CC(CCc1ccccc1)NC(=O)Cc1ccc([N+](=O)[O-])cc1 (centres undefined),i,-10,-0.7,-10,2,-13,-4,-0.7,-3,-0.3
Cc1n[nH]c(C)c1CN(C)C(=O)C1CCC(=O)N(CCc2cccc(F)c2)C1 (centres undefined),i,-4,-1.1,8,4,21,-2,-0.9,0,0.7
COc1ccccc1C1C([N+](=O)[O-])=CC([N+](=O)[O-])=CN1C (centres undefined),i,3,0.6,-13,-4,-23,-2,0.5,0,1.0
CC(C)CC(=O)Nc1ccnn1C1CCN(C(=O)c2ccc(F)cc2Cl)CC1,i,-2,-0.4,-2,4,1,-1,0.1,4,-0.5
CC(O)[C@H]1CNC(=O)C(=O)N1CCc1cccc2ccccc12 (some centres undefined),i,-4,-0.1,1,6,3,0,-0.8,0,-0.6
Cc1noc(C)c1C(=O)NCC(=O)Nc1ccccc1Br,i,-3,-0.1,-4,7,4,-5,-0.2,-1,-0.9
CCOc1ccccc1C1NC(=O)CCC1[N+](=O)[O-] (centres undefined),i,2,-0.8,-7,-1,1,-4,0.4,3,-1.9
COc1cccc(NC(=O)CN(C)C(=O)CN2C(=O)NC(C)(c3ccc4ccccc4c3)C2=O)c1 (centres undefined),i,1,-0.3,-9,-3,5,-3,-0.6,4,0.7
CC(CCc1ccccc1)NC(=O)c1nnc(Cc2ccc(F)cc2)o1 (centres undefined),i,1,0.0,-10,-3,-1,-7,0.1,4,-0.6
COc1ccc(CCNC(=O)c2c[nH]c3ccc(F)cc3c2=O)cc1OC,i,-2,0.5,-2,38,-3,-2,1.0,0,0.5
CCN1CCN(C(=O)/C=C/c2cccc(Cl)c2)CC1,i,-5,0.2,-2,0,-6,-5,-0.5,-6,-1.4
O=C(NC1CCCC1)C(c1ccccn1)N(C(=O)c1csnn1)c1ccccc1 (centres undefined),i,4,-0.3,-3,1,1,-1,-0.5,0,-2.2
COc1cc(OC)cc(C(=O)Nn2cnnc2)c1,i,6,-0.1,0,-5,2,-2,-0.4,2,-1.4
COc1cc(NC(=S)NN2CCOCC2)cc(OC)c1,i,1,0.1,9,0,3,0,-0.4,4,0.3

# More entries follow.
SMILES,Rpn11 inh,CSN inh,TbMetRS inhib,Scp1 inh,DNMT1 inh,SUMO1 PPI mod,NadD inh,MsrA inhibitor,STEP inh,LMPTP inh
Cc1cccc(NS(=O)(=O)c2ccc(C)c(C(=O)N3CCN(C(=O)c4ccco4)CC3)c2)c1,i,-3,-0.5,-13,0,3,1,-0.3,-2,-1.0
CC(C)(C)NC(=O)CSc1nsc(SCC(=O)NC(C)(C)C)c1C#N,i,0,-1.4,-4,-1,-2,0,0.6,1,-0.6
COC(=O)c1ccc(NC(=O)COC(=O)CCC2CCCC2)cc1,i,2,-0.1,-8,2,5,-8,0.0,1,0.9
COCC(CN1CCN(C2=NS(=O)(=O)c3ccccc32)CC1)OC(=O)c1ccccc1 (centres undefined),i,0,-0.8,-6,0,1,-2,-1.5,-1,-2.8
O=C(CSc1nccn1Cc1ccco1)Nc1ccccc1C(F)(F)F,i,-1,-0.3,-6,2,-4,-4,0.4,3,0.1
O=C(COC(=O)c1cccc(Cl)c1Cl)NC1CCCCCC1,i,-3,-0.2,·,2,4,-7,-0.1,0,-1.8
CCOC(=O)c1cnn(-c2ccc(C(F)(F)F)cn2)c1N,i,3,0.0,-6,2,-2,-2,0.4,-1,0.7
CC(C)COc1ccc(/C(O)=C2/C(=O)C(=O)N(CCN(C)C)C2c2ccncc2)cc1 (centres undefined),i,-3,0.0,-5,2,-13,-2,2.2,0,-2.9
CCOc1ccc(NC(=O)CCC(=O)Nc2cc(OC)c(NC(=O)c3ccco3)cc2OC)cc1,i,3,-0.4,-1,-8,4,-4,-0.1,-1,1.0
O=C(CN1CCOCC1)Nc1ccc2c(c1)OCO2,i,5,0.6,-9,1,11,5,-0.3,-1,-0.2

# Four entries from above, sorted by formula weight, ascending:
SMILES,Rpn11 inh,CSN inh,TbMetRS inhib,Scp1 inh,DNMT1 inh,SUMO1 PPI mod,NadD inh,MsrA inhibitor,STEP inh,LMPTP inh
CCOC(=O)c1cnn(-c2ccc(C(F)(F)F)cn2)c1N,i,3,0.0,-6,2,-2,-2,0.4,-1,0.7
COCC(CN1CCN(C2=NS(=O)(=O)c3ccccc32)CC1)OC(=O)c1ccccc1 (centres undefined),i,0,-0.8,-6,0,1,-2,-1.5,-1,-2.8
Cc1cccc(NS(=O)(=O)c2ccc(C)c(C(=O)N3CCN(C(=O)c4ccco4)CC3)c2)c1,i,-3,-0.5,-13,0,3,1,-0.3,-2,-1.0
CCOc1ccc(NC(=O)CCC(=O)Nc2cc(OC)c(NC(=O)c3ccco3)cc2OC)cc1,i,3,-0.4,-1,-8,4,-4,-0.1,-1,1.0
